# KLK7 zymogen act: activators of human kallikrein-7 zymogen; P49862; purified proKLK7, EDANS-DABCYL substrate fluorescence; 100% is mature enzyme control, 0% vehicle; activation, % at 7 µM; 370,000 tested, 0.9% active; AID 652039;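 active = activation above the mean of all tested compounds plus 3 SD, computed per campaign excluding outliers beyond control limits, cut at about 13% in these data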
# Target sequence (P49862 whole entry, looked up): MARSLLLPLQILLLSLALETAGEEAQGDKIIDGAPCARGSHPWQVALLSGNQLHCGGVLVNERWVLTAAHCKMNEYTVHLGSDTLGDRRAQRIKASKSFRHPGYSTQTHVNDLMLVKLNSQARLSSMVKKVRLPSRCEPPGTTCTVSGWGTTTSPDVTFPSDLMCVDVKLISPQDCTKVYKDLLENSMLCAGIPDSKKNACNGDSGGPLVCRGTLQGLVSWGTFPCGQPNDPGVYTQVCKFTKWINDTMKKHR
# ADAM17 inh: inhibits human ADAM17. 370,000 tested, 0.83% active. P78536. recombinant ADAM17, EDANS/DABCYL FRET peptide cleavage. inhibition, % at 6.95 µM;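 active = inhibition above the mean of compounds lying between control limits plus 3 SD, set per campaign, cut at about 8.5% in these data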;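 note: 0% = DMSO-only wells as the low control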
# ARFGAP1 inh: rat ARFGAP1 inhibition | Q62848 | Arfgap1-stimulated ARF1 GTP hydrolysis, GDP FP detection | inhibition, % at 16.5 µM | 360,000 tested, 0.26% active | AID 651572;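 active = inhibition above a per-plate limit, mean inhibition of low control wells plus 3 SD, cut at about 25% in these data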;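 note: 0% = DMSO wells with enzyme and 100% = wells lacking Arfgap1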
#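 Assay system: Rat Arfgap1 GAP domain (His6, aa 1-136), purified enzyme | Buffer or medium: HEPES 25 mM pH 7.5, NaCl 150 mM, MgCl2, DTT | Schedule: GTP hydrolysis reaction 2 h at 25 °C | Signal: FP of antibody-bound GDP Alexa 633 tracer, ex 620/em 688 nm | Measure: Percent inhibition of Arfgap1-stimulated GTP hydrolysis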
# ADAM10 inh: inhibits human ADAM10; O14672; recombinant ADAM10, EDANS/DABCYL FRET peptide cleavage, 3 h; inhibition, % at 7 µM; 370,000 tested, 0.62% active; AID 720582;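 active = inhibition above a per-campaign cutoff equal to the mean of compounds falling between control-based bounds plus 3 SD, cut at about 20% in these data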;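 note: 0% = DMSO wells while the 100% control is not disclosed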
# ASAP1 inh: inhibitors of human ASAP1 ArfGAP activity. inhibition, % at 16.5 µM. ASAP1-stimulated ARF1 GTP hydrolysis, GDP FP detection. 360,000 tested, 0.19% active; in the data active = inhibition above about 25%;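 note: 0% = vehicle with enzyme and substrate and 100% = no enzyme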
# Target sequence (Q9ULH1 325-724 limits assumed): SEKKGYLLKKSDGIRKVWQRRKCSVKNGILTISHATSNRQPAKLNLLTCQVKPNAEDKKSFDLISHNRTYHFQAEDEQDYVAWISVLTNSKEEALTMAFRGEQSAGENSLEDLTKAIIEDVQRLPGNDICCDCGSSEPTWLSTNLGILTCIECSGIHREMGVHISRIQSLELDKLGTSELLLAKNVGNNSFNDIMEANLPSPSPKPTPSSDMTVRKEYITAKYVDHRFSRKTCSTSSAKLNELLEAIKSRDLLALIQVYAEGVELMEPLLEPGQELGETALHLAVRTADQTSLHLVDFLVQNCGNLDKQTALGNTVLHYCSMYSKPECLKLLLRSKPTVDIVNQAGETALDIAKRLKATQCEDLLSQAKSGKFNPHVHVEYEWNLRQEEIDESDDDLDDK
# TDP2 absorb: blocks human TDP2 phosphodiesterase activity; O95551; recombinant TDP2, T5PNP hydrolysis, p-nitrophenol absorbance 415 nm; inhibition, % at 12.8 µM; 370,000 tested, 0.34% active; AID 720702;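 active = inhibition above the mean of all tested compounds plus 3 SD, set per campaign, cut at about 25% in these data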;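 note: 0% = DMSO with enzyme and 100% = buffer with substrate but no TDP2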
# Target sequence (O95551 whole entry, looked up): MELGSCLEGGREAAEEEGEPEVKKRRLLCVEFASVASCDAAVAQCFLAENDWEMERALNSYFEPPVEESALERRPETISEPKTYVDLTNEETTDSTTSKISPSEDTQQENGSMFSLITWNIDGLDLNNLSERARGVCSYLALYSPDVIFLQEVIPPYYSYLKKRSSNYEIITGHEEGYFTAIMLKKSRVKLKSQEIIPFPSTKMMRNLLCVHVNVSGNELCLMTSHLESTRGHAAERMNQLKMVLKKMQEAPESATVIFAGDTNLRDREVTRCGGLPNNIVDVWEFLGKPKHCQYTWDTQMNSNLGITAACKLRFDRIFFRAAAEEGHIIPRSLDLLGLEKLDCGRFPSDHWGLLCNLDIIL
#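 Assay system: recombinant human TDP2 / Reagent: T5PNP substrate at 5 mM, a TopII-DNA adduct mimic / Measured by: epi absorbance from released p-nitrophenol / Evaluation: % inhibition relative to enzyme-containing and enzyme-free wells / Control set: enzyme-free and DMSO wells / Replicates: each compound tested once, singlicate / Schedule: enzyme reaction with compound for 2 h at 37 °C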
# DDE Tn6 FP inh: inhibitors of Tn6 peptide binding to human fibrin DD(E); P02675; Fibrin DD(E) TRITC-Tn6 fluorescence polarization displacement; inhibition, % at 8.3 µM; 370,000 tested, 0.21% active;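 active = inhibition above a per-campaign cutoff: mean of compounds within control limits plus 3 SD, cut at about 15% in these data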;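 note: 0% = median of all compound wells on the plate and 100% = blocking peptide control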
# PLCg1 inh: inhibitors of human phospholipase C gamma1 | P19174 | purified PLC-gamma1, fluorogenic substrate, fluorescence | inhibition, % at 12.2 µM | 370,000 tested, 0.84% active; in the data active = inhibition above about 9.5%
# DDE Tn7 FP inh: disrupts Tn7 cyclic peptide binding to fibrin D-Dimer-E complex. FP displacement of FITC-Tn7 peptide from fibrin DD(E); 0% = median of compound wells per plate. inhibition, % at 8.3 µM. 370,000 tested, 0.13% active;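 active = inhibition above the mean of compounds falling within the control limits plus 3 SD of them, cut at about 14% in these data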;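 note: 0% = plate median of compound wells and 100% = 10 µM Aha-Tn7 peptide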
#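 Assay system: human fibrin DD(E). Input: DD(E) 2 µM final. Medium: Tris buffer with calcium and detergent, pH 7.8. Compound dosing: single point at 8.3 µM. Timing: 10 min plus 3 h, room temperature. Technique: fluorescence polarization of the labelled Tn7 tracer. Read-out: percent inhibition. Replicates: singlicate testing.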
# LEDGF integ inh: blocks HIV-1 LEDGF/p75-dependent DNA integration | TR-FRET IN-LEDGF/p75 DNA integration, Eu/Cy5 | inhibition, % at 3.7 µM | 370,000 tested, 0.64% active;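 active = inhibition above the screen-wide mean plus 3 SD, cut at about 13% in these data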;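 note: signal is the Cy5 over europium emission ratio at 671 and 618 nm; 0% = plate median of compound wells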
# Numbers without * were called inactive; . = not tested or not shown.
SMILES,KLK7 zymogen act,ADAM17 inh,ARFGAP1 inh,ADAM10 inh,ASAP1 inh,TDP2 absorb,DDE Tn6 FP inh,PLCg1 inh,DDE Tn7 FP inh,LEDGF integ inh
Cc1ccc(NC2=C(Cl)C(=O)OC2NC(=O)c2ccccc2)cc1 (configuration not stated),-0.2,-4,7,-10,12,-3,-1,0,-3,-2
CS(=O)(=O)c1ccc(NC(=O)c2cc3c(cc2Cl)N2CCCCCC2=NS3(=O)=O)cc1,0.7,-5,5,-13,-3,4,2,-7,-5,1
COc1ccc(CN2CCN(C(=O)Cn3nc(C(=O)O)c4ccccc4c3=O)CC2)cc1F,-0.4,-3,-4,0,-6,0,5,2,8,-3
COc1ccc(C2C(C(=O)N3CCOCC3)c3ccccc3C(=O)N2c2ccc(OC)cc2)cc1 (configuration not stated),-0.2,-4,-2,-2,-19,5,6,5,-1,2
COc1cccc(N2C(=NC(=O)C3CCCO3)SC3CS(=O)(=O)CC32)c1 (configuration not stated),0.6,-4,3,-5,1,1,2,2,7,-4
CC(=O)c1ccc(OCc2cc(C(=O)NC(C)Cc3ccccn3)no2)cc1 (configuration not stated),-1.0,-4,4,-2,6,30*,-4,-1,10,1
O=C(Nc1ccc(Br)cc1)C1CCN(C(=O)c2ccco2)CC1,0.3,-4,-1,12,8,-6,-3,1,5,-10
CSC1=N/C(=C\c2ccc(C)cc2)C(=O)S1,0.5,-2,-3,-6,-5,9,9,0,0,-1
COc1ccc(C(NC(=O)/C=C\c2ccco2)c2ccc(OC)c(OC)c2)cc1 (configuration not stated),-0.3,0,4,3,-3,-12,8,-5,-1,0
CC(=O)N1N=C(c2ccc(C)cc2)CC1c1ccco1 (configuration not stated),-0.9,5,-13,-1,-3,-12,-9,2,-7,2
Cc1cccc(C(=O)NCC(=O)NCCCSc2ccccc2)c1,-0.6,-6,16,-6,-2,-9,0,-3,7,-1
Cc1cccc(C)c1-n1c(C)nn(Cc2ccc([N+](=O)[O-])cc2)c1=O,0.3,-5,5,3,-7,-6,0,2,-4,4
CC(=O)c1ccc(NS(=O)(=O)c2ccc(N)cc2)cc1,-1.1,0,4,6,2,-4,4,2,-4,0
C=CCSc1nc2c(c(C3CC=CCC3)c1C#N)CCC2 (configuration not stated),0.5,-4,-18,-4,3,0,-11,0,2,2
Cc1ccsc1C(=O)N[C@@H](C)c1nnc2ccccn12,0.0,-4,-8,-8,-8,-9,3,-3,9,-2
C/C=C(\C)CN1CCC(n2nccc2NC(=O)CCCc2ccccc2)CC1,-0.6,-1,9,-5,0,-7,4,-2,-1,1
CCn1c(=O)cc(SCC(=O)NCCC2=CCCCC2)c2ccccc21,0.7,-2,-6,1,8,-4,7,0,-9,3
Cc1cc(C(=O)NNS(=O)(=O)c2ccc(C(C)(C)C)cc2)nn1C(C)(C)C,0.2,0,2,-3,0,-7,-8,-1,5,-4
O=C(Cc1c(F)cccc1Cl)NNC(=O)Nc1ccc2c(c1)OCO2,-0.3,-6,0,-18,6,-4,5,-5,-1,-3
Cc1ccc(NC(=O)C2=C(c3ccccc3)S(=O)(=O)CCS2(=O)=O)cc1,-0.1,-1,2,7,-2,0,-4,-2,3,-2
CCOc1ccccc1-n1c(C)nc2cc(C(=O)O)ccc21,-0.2,1,1,5,0,2,-6,0,5,-1
NC(=O)c1cnccc1C=Cc1ccccc1,0.4,-20,-1,-70,6,7,0,-38,-4,2
CN(CC(=O)Nc1cccc(C#N)c1)Cc1ccc(Cl)cc1,0.1,1,7,2,3,10,-6,-2,-2,1
CCOc1ccc(C(=O)Nc2c3c(nn2-c2ccc(F)cc2)CS(=O)C3)cc1 (configuration not stated),-0.6,1,3,2,-8,-8,-3,-3,3,1
COC(=O)c1[nH]c(C)c(/C(O)=C2\C(=O)C(=O)N(CCN3CCOCC3)C2c2ccco2)c1C (configuration not stated),0.0,-2,4,0,-3,6,-1,-6,3,3

# (continued)
SMILES,KLK7 zymogen act,ADAM17 inh,ARFGAP1 inh,ADAM10 inh,ASAP1 inh,TDP2 absorb,DDE Tn6 FP inh,PLCg1 inh,DDE Tn7 FP inh,LEDGF integ inh
N#Cc1ccc(Cn2nnc(-c3ccc(N4CCOCC4)cc3)n2)cc1,-0.3,-4,.,-7,.,-2,9,-1,6,-2
Cc1ccc2c(Cl)c(C(=O)NC3CC3)sc2c1,0.1,2,2,-10,11,-10,-1,-1,-2,-5
COCCNC(=O)CSc1nnc(-c2ccccc2F)n1Cc1ccccc1,-0.1,-1,5,-1,-6,9,-1,-2,6,-2
COc1cc(C2NC(=O)NC(C)=C2C(=O)OCC2CCCCC2)cc(Cl)c1O (configuration not stated),-0.1,2,1,7,-3,-8,-3,-18,1,2
Cc1cc(NC(=O)CSc2nnc3c(C)cc4c(C)ccc(C)c4n23)no1,-0.2,-2,3,-5,6,1,-2,-1,5,-2
Cc1cc(NC(=O)C(C)(C)C)no1,-0.3,0,1,-3,9,-1,-4,0,5,0
Cc1ccc(NC(=O)C2(C)CCN2Cc2csc3ccccc23)cc1 (configuration not stated),-0.1,3,2,3,10,5,5,0,2,-1
COc1ccccc1N(CC(O)Cn1ccnc1C)S(=O)(=O)c1ccccc1 (configuration not stated),-0.3,-2,4,-5,11,-14,-4,8,-5,-3
O=C(Nc1cccc(Cl)c1)c1csc([C@@H]2C[C@H](O)[C@@H](CO)O2)n1,0.4,-4,8,-11,24,10,0,1,-2,-2
CC(=O)N1CCc2c(sc(NC(=O)c3ccc(S(=O)(=O)N(C)CC4CCCO4)cc3)c2C(N)=O)C1 (configuration not stated),1.3,-15,29*,-38,4,2,-5,-39,4,-3
CCOC(=O)C1(Cc2ccc(Cl)cc2)CCN(Cc2ccon2)CC1,-0.8,-2,6,-1,6,6,12,0,1,-5
O=C(Nc1cccc(C(F)(F)F)c1)c1csc([C@@H]2C[C@H](O)[C@@H](CO)O2)n1,0.3,3,2,-7,1,-2,-1,6,-5,9
COc1ccc(CCNC(=O)CC(c2ccccc2)c2cccc(C)c2O)cc1OC (configuration not stated),0.0,1,-6,1,9,4,0,2,7,0
COC(=O)c1ccc(C(=O)OC)c(NC(=O)CSc2nnc(-c3ccccc3Cl)o2)c1,0.7,-9,0,-14,9,1,-8,-1,-1,1
CC1CCN(S(=O)(=O)c2nnc(NC(=O)COc3ccccc3)s2)CC1,0.3,-6,-10,7,-6,-15,-6,-1,5,-5
COc1ccc(CCNC(=O)CN2c3cccc4cccc(c34)S2(=O)=O)cc1OC,1.0,-12,-1,-30,15,-9,-3,-50,-3,2
O=C(CN1CCN(S(=O)(=O)c2ccccc2)CC1)Nc1ccc2c(c1)CCC2,0.8,7,19,5,6,-8,-1,5,-12,4
CCn1c2c(c(=N)c3c1CCC3)CCC2,0.2,-8,10,1,2,-4,2,-1,0,3
COc1ccc(-n2nc3c(N4CCC(C(=O)N5CCC(C)CC5)CC4)nnc(C)c3c2C)cc1,-0.7,-7,7,-19,2,-3,-3,-48,-1,0
Cc1ccc(C)c(NC(=S)NCC(c2ccccc2)N(C)C)c1 (configuration not stated),0.3,0,7,7,-7,0,1,-2,-8,2
O=C(CCn1cccc1)NCCc1ccc(Cl)cc1,0.0,6,-2,7,4,-8,-5,1,-10,5
COc1cccc(NC(=O)C2C3C=CC4(O3)C2C(=O)N(CCCN2CCC(C)CC2)C4C(=O)NC2CCCCC2)c1 (configuration not stated),0.5,-4,5,-2,6,-4,-5,4,-10,5
CN1CCCC2(CCCN(Cc3nc(Cc4cccc(C(F)(F)F)c4)no3)C2)C1 (configuration not stated),0.2,-5,-2,5,10,0,-4,0,9,-5

# Given bar-delimited: entries from further up.
Compound | KLK7 zymogen act | ADAM17 inh | ARFGAP1 inh | ADAM10 inh | ASAP1 inh | TDP2 absorb | DDE Tn6 FP inh | PLCg1 inh | DDE Tn7 FP inh | LEDGF integ inh
CC1CCN(S(=O)(=O)c2nnc(NC(=O)COc3ccccc3)s2)CC1 | 0.3 | -6 | -10 | 7 | -6 | -15 | -6 | -1 | 5 | -5
Cc1cccc(C)c1-n1c(C)nn(Cc2ccc([N+](=O)[O-])cc2)c1=O | 0.3 | -5 | 5 | 3 | -7 | -6 | 0 | 2 | -4 | 4
O=C(CN1CCN(S(=O)(=O)c2ccccc2)CC1)Nc1ccc2c(c1)CCC2 | 0.8 | 7 | 19 | 5 | 6 | -8 | -1 | 5 | -12 | 4
O=C(Nc1cccc(Cl)c1)c1csc([C@@H]2C[C@H](O)[C@@H](CO)O2)n1 | 0.4 | -4 | 8 | -11 | 24 | 10 | 0 | 1 | -2 | -2

# Quoted from the listing.
# Entry of COc1ccc(CCNC(=O)CN2c3cccc4cccc(c34)S2(=O)=O)cc1OC under DDE Tn6 FP inh: -3
# Entry of O=C(CN1CCN(S(=O)(=O)c2ccccc2)CC1)Nc1ccc2c(c1)CCC2 under ASAP1 inh: 6
# Entry of CCn1c2c(c(=N)c3c1CCC3)CCC2 under ASAP1 inh: 2
# Entry of O=C(Nc1cccc(Cl)c1)c1csc([C@@H]2C[C@H](O)[C@@H](CO)O2)n1 under PLCg1 inh: 1

# 4 entries from above, with values under each structure:
# The line under a structure holds: KLK7 zymogen act | ADAM17 inh | ARFGAP1 inh | ADAM10 inh | ASAP1 inh | TDP2 absorb | DDE Tn6 FP inh | PLCg1 inh | DDE Tn7 FP inh | LEDGF integ inh
- CC1CCN(S(=O)(=O)c2nnc(NC(=O)COc3ccccc3)s2)CC1
  0.3 | -6 | -10 | 7 | -6 | -15 | -6 | -1 | 5 | -5
- COc1ccc(CCNC(=O)CN2c3cccc4cccc(c34)S2(=O)=O)cc1OC
  1.0 | -12 | -1 | -30 | 15 | -9 | -3 | -50 | -3 | 2
- O=C(CN1CCN(S(=O)(=O)c2ccccc2)CC1)Nc1ccc2c(c1)CCC2
  0.8 | 7 | 19 | 5 | 6 | -8 | -1 | 5 | -12 | 4
- CCn1c2c(c(=N)c3c1CCC3)CCC2
  0.2 | -8 | 10 | 1 | 2 | -4 | 2 | -1 | 0 | 3

# Screening results (PubChem BioAssay)
